POLB inh – qHTS Assay for Inhibitors of DNA Polymerase Beta. P06746. Pol beta primer extension/strand displacement, fluorescence kinetic. Potency, µM (top dose mostly 114 µM), for the others: at the top dose activity change, negative = inhibition, usual class: inhibitors. actives 1.3% (n = 340,000). AID 485314, 2010; also: potency is read from the fitted curve at half-maximal effect; % is scaled to controls: 0 for no effect and ±100 for the full control effect
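10 nM enzyme + cpd, 15 min RT; start with substrate 50 nM final; read 0 min and after 10 min RT. Corrected, normalized data; 4-parameter Hill curve fit.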
TRHR agonist – qHTS for Small Molecule Agonists and Allosteric Enhancers of Human TRH Receptor: Primary Screen for Agonists; Thyrotropin-releasing hormone receptor (Homo sapiens), P34981; TRHR cells, calcium flux fluo-8, FDSS agonist mode; activation, % at 2 µM; actives 0.18% (n = 360,000); AID 493084, 2011; in the data active = activation above about 30%; also: 0% is about no effect
Target sequence (P34981 whole entry, looked up): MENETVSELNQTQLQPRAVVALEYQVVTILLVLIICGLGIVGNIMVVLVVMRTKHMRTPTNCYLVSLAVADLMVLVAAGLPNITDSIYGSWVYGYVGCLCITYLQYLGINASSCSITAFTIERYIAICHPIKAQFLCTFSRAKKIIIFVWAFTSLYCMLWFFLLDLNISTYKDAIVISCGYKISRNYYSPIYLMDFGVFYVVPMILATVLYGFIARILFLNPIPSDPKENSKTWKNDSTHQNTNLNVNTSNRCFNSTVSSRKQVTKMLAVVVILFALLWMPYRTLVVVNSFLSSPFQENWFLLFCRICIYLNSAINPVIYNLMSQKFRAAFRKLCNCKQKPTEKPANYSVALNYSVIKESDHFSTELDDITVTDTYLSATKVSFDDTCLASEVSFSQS
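Steps: seed TRHR cells overnight; add fluo-8 no-wash Ca dye, RT 30 min–1.5 h; record 10 s baseline; pin-transfer compounds; monitor fluorescence 1 cycle/s for the agonist window. Calcium increases flag candidate agonists.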
POLK inh – qHTS for Inhibitors of Polymerase Kappa | DNA polymerase kappa (Homo sapiens), Q9UBT6 | purified Pol kappa, fluorescent DNA synthesis assay, 10 min | Potency, µM (highest dose often 107 µM), for the others: top-dose activity, negative = inhibition, actives largely listed as inhibitors | actives 0.53% (n = 400,000); also: potency is read from the fitted curve at half-maximal effect; % is scaled to controls: 0 for no effect and ±100 for the full control effect
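50 nM final substrate added after 15 min RT preincubation of 10 nM Pol kappa with compound; fluorescence read at 0 and 10 min.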
ERG Ets-DNA blk – qHTS for Small Molecule Inhibitors of the ERG Ets/DNA interaction; Transcriptional regulator ERG (Homo sapiens), P11308; fluorescence polarization, His-ERG Ets domain / labelled DNA; Potency, µM (series often up to 76.9 µM), for the others: at the top dose FP activity, negative = inhibition, usual class: inhibitors; actives 0.028% (n = 370,000); AID 624246, 2012; active = well fitted inhibition curve with a large enough effect in the polarisation, with a control signal flat; inconclusive = small, poorly fitted or top-dose-only effect, or effect the other way, or a change in a side signal; inactive = no such curve, though single readings can be large or run the other way; the % refers to the polarisation;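 also: polarization taken with two DNA probes labelled with fluorescein and Texas red; potency is read from the fitted curve at half-maximal effect; % of control where 0% means no effect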
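His-tagged ERG Ets domain (1 uM in the protein solution; 300mM KCl, 50mM Tris-HCl, 1mM EDTA, 1mM DTT, pH 7.5) received compound, then a probe mix of 5 nM fluorescein-DNA and 100nM Texas-615-DNA. Fluorescence polarization was read for both dyes.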
Pol iota inh – qHTS for Inhibitors of Polymerase Iota. DNA polymerase iota (Homo sapiens), Q9UNA4. Pol iota fluorescent replication assay, 10 min. AID 588590, 2011. actives 1% (n = 390,000). Potency, µM (top dose mostly 115 µM), without a hit: top-dose activity, negative = inhibition, usual class: inhibitors; also: potency is read from the fitted curve at half-maximal effect
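Fluorescent replication assay read twice, at 0 min and 10 min after adding 50 nM (final) substrate. Enzyme (10 nM) and compounds were first incubated 15 min at room temperature; enzyme-free buffer wells were negative controls.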
12-LOX inh – Primary qHTS assay for inhibitors of human arachidonate 12S-lipoxygenase (ALOX12): Round 2 | Polyunsaturated fatty acid lipoxygenase ALOX12 (Homo sapiens), P18054 | purified 12hLO, xylenol orange hydroperoxide absorbance | Potency, µM (titrated, usually from 108 µM), inactives show at the top dose activity change, negative = inhibition, most hits filed as inhibitors | actives 1.1% (n = 580,000); also: potency is read from the fitted curve at half-maximal effect; % is scaled to controls: 0 for no effect and ±100 for the full control effect
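Purified human 12hLO at 150 nM in 25 mM Hepes, 0.01% Triton X-100, pH 7.0, preincubated 15 min at room temperature with compound. Reaction started with 40 uM arachidonic acid, 30 min at room temperature. Hydroperoxide measured by Fe-xylenol orange, 573/405 nm absorbance ratio.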
Anesthetic bind – qHTS Assay for Identification of Novel General Anesthetics; Ferritin light chain (Equus caballus), P02791; apoferritin/1-aminoanthracene competitive binding, fluorescence; Potency, µM (doses to about 77.5 µM), for inactives: at the top dose activity change, negative = displacement, usual class: inhibitors; actives 0.074% (n = 350,000); AID 485281, 2010; also: potency is read from the fitted curve at half-maximal effect; % is scaled to controls: 0 for no effect and ±100 for the full control effect; nearly all actives have a fitted effect of over 20% in size
Target sequence (P02791 2-175 limits assumed): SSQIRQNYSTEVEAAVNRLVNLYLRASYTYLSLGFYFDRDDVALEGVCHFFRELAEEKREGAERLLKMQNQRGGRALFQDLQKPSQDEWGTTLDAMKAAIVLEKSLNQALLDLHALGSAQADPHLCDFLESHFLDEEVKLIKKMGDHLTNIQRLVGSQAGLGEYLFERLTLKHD
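Horse-spleen apoferritin (10 uM) was mixed with 50% saturated 1-aminoanthracene in PBS, exposed to compounds for 10 min at room temperature, and read for fluorescence (ex 380 nm, em 535 nm). Competitive displacement was fitted with a four-parameter Hill equation.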
APE1 inh – qHTS Assay for Inhibitors of the Human Apurinic/apyrimidinic Endonuclease 1 (APE1). DNA repair nuclease/redox regulator APEX1 (Homo sapiens), P27695. recombinant APE1, TAMRA/BHQ-2 abasic DNA cleavage fluorescence. Potency, µM (highest dose often 65.8 µM), inactives show at the top dose activity change, negative = inhibition, actives largely listed as inhibitors. actives 0.35% (n = 350,000). AID 2517, 2012;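 also: potency is read from the fitted curve at half-maximal effect; plate controls were vehicle for no effect and reference inhibitor for full effect; nearly all actives have a fitted effect of over 55% in size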
Target sequence (P27695 whole entry, looked up): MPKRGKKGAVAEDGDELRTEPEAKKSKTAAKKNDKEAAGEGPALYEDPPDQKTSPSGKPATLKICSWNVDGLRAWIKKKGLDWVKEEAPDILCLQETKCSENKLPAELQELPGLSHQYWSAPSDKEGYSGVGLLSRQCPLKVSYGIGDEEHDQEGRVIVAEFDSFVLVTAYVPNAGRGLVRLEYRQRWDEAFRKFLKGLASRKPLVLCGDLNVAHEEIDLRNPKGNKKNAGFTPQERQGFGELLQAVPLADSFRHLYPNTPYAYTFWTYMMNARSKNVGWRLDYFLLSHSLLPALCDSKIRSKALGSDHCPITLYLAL
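APE1 at 0.75 nM final was preincubated with compound 15 min at room temperature, then 50 nM double-stranded THF abasic-site substrate (5'-TAMRA/3'-BHQ-2) was added. Fluorescence (ex 525/em 598 nm) was read kinetically; third-minus-first read gave activity.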
BLM inh – qHTS Assay for Inhibitors of Bloom's syndrome helicase (BLM) | recombinant BLM DNA unwinding, fluorescence dequenching | Potency, µM (highest dose often 56.1 µM), for inactives: top-dose activity change, negative = inhibition, usual class: inhibitors | actives 0.2% (n = 350,000);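 also: potency is read from the fitted curve at half-maximal effect; plate controls were vehicle for no effect and no enzyme for full effect; nearly all actives have a fitted effect of over 35% in size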
* = called active by the depositor; ? = inconclusive; · = no result given; & = joins results of further samples; ! = not confirmed by another sample; [ ] = another dose, or the depositor's remark. Unless noted, calls follow the shape of the dose curve; as a rule, active = well fitted curve in the direction sought with a large enough effect; inconclusive = small, poorly fitted or top-dose-only effect, or another doubt; inactive = no such curve, though single readings can be large; an effect the other way counts as inactive or inconclusive.

item	SMILES	POLB inh	ERG Ets-DNA blk	BLM inh	Pol iota inh	APE1 inh	Anesthetic bind	TRHR agonist	12-LOX inh	POLK inh
1	COc1ccc2c(c1)CCc1c(C(=O)NCCc3ccc(OC)c(OC)c3)noc1-2	-8%	-2%	-11%	27%	-2%	1%	0.3	-4%	-3%
2	Nc1cccc(CCc2nc3ccccc3[nH]2)c1	-11%	-2%	-2%	?	12%	1%	-0.6	15%	-9%
3	Cc1ccc(C)c(NC(=O)CCN2CCC(C)CC2)c1	20%	1%	-2%	9%	23%	-4%	-1.1	0%	-32%
4	COc1ccccc1CNc1ccnc(-c2cccnc2)n1	·	·	0%	·	4%	·	·	?	1%[60.1 µM]
5	COC(=O)c1c(C(=O)OC)c(-c2ccc(C)cc2)n2c1CCC2	-8%	-4%	0%	17%	?	-17%	1.4	-8%	-3%
6	C=C(C)CNC(=S)NNC(=O)c1cc(C)oc1C	44%	-1%	-1%	-4%	-2%	-2%	0.5	2%	2%
7	Cc1ccc(NC(=O)CN(C)C(=O)CSc2nccn2C)cc1	·	-6%	·	6%	10%	·	·	5%	-2%
8	O=C(COC(=O)Cc1ccsc1)Nc1ccccc1Cl	·	·	·	36%[activator]	50%[activator]	·	-0.2	-4%	-1%
9	COc1ccc(Cn2nnnc2C(c2cccs2)N2CCOCC2)cc1 (centres undefined)	18%	2%	2%	7%	-4%	-10%	-0.3	5%	-10%
10	O=C(NCC1CCCO1)C1CCC(=O)N1Cc1ccc(F)cc1 (centres undefined)	48%[activator]	-5%	0%	?	-7%	-5%	0.7	24%	0%
11	C=CC[N+](C)(C)C/C(Cl)=C(\Cl)c1ccccc1	6%	-5%	-3%	7%	-1%	-13%	0.0	-57%&0%	-9%
12	CCCOc1ccc(C(=O)Nc2nc(C)c(Cc3ccc4c(c3)OCO4)s2)cc1	1%	10%	-3%	-13%	0%	-6%	-0.3	?	-6%
13	O=C(Cc1c(F)cccc1Cl)OCC(=O)N1CCc2ccccc21	·	2%	·	89%[activator]	-20%	·	·	-7%	-5%
14	COc1ccc(NC(=O)c2ccc3c(SCC(=O)O)c4c(nc3c2)CCCC4)c(OC)c1	40µM*!	15%&2%	-29%&-4%	79µM*	?	?	-1.5&0.0	-29%&-11%	?
15	Cc1nc2ccccc2n1CCc1nc2c3ccccc3nc(SCc3ccc(C#N)cc3)n2n1	1%	-5%	2%	29%	·	-1%	0.1	-14%	-5%[60.1 µM]
16	CC(=O)c1ccc(NC(=O)C2C3CCC(C3)C2C(=O)O)cc1 (centres undefined)	87%	-1%	-1%	5%	-3%	-13%	0.4	65%[activator]	2%
17	Cc1cccc(OCC(=O)Nc2ccc(OCc3cc(=O)n4cc(C)ccc4n3)cc2)c1	1%	10%	-2%	24%	·	2%	0.2	-23%	-1%[60.1 µM]
18	Cc1ccc(Nc2c(-c3ccccc3O)nc3cnccn23)cc1	26%	22%	-11%	21%	-6%	-11%	-1.2	-9%	-11%
19	COc1ccc(OC)c(NC(=O)COCc2cc(-c3ccc(F)cc3)on2)c1	-8%	0%	-7%	11%	·	-6%	0.0	-16%	-12%
20	Cc1ccc(S(=O)(=O)N2CCC(Oc3cccc(C(F)(F)F)c3)CC2)cc1	7%	9%	-12%	-7%	-15%	-1%	0.1	7%	13%
21	COc1cccc(-n2c(=O)c3cc(OC)c(OC)cc3n(CC(=O)Nc3cc(C)[nH]n3)c2=O)c1	2%	-4%	0%	10%	2%	-10%	0.2	-17%	-9%
22	Cc1ccc2cccc(OCC(=O)Nc3ccc(N4CCOCC4)cc3)c2n1	-26%	14%	-2%	35%[activator]	1%	-19%	-0.6	-2%	18%
23	COCCCNC(=O)c1ccc(Cn2c(=O)c3ccccc3n(Cc3ccc(C)cc3)c2=O)cc1	?	3%&8%	-2%&1%	-8%&-7%	-10%	-13%&-16%	-0.8&-2.1	33%&-23%[activator]	-2%&-6%
24	CCCS(=O)(=O)c1c(S(=O)(=O)CCC)c2c3ccccc3ccn2c1C(N)=O	26%	0%	1%	5%	-4%	-14%	-0.1	0%	-2%
25	Cc1cc(OCC(=O)OCC(=O)N2CCc3ccccc3C2)ccc1Cl	·	-13%	·	8%	22%	·	0.0	7%	8%
26	COc1ccc(NC(=O)C2CCCN2c2ccc(OC)c(OC)c2)cc1OC (centres undefined)	-8%	4%	0%	?	2%	-15%	-0.3	0%	3%
27	Fc1ccc(C[n+]2csc3ccccc32)cc1	61%	-5%	1%	4%	-1%	-21%	-0.2	?	-12%
28	N#C/C(=C(/O)CN1CCOCC1)c1nc2ccccc2s1	-16%	3%	2%	-9%	-7%	4%	0.6	?	-9%
29	CC(C)CC(NC(=O)OCC1c2ccccc2-c2ccccc21)C(=O)O (centres undefined)	·	·	3%	·	1%	4%	·	-17%	4%[60.1 µM]
30	COc1ccc(OCc2nnc(SCC(=O)N3C(C)CCCC3C)o2)cc1 (centres undefined)	16%	1%	-2%	41%[activator]	-1%	?	-2.4	5%	-16%
31	COc1ccccc1NC(=O)c1ccc(CN(c2cc(Cl)ccc2C)S(=O)(=O)c2ccccc2)cc1	4%	-13%	-7%	2%	-3%	-7%	0.8	?	1%
32	CCOc1cc(N2CCOCC2)c(OCC)cc1NC(=O)c1c(-c2ccccc2Cl)noc1C	2%	4%	-7%	-17%	0%	?	-0.6	3%	-8%
33	Cc1c(C(=O)CN2CCOCC2)[nH]c2ccccc12	-1%	0%	-7%	48%[activator]	4%	-15%	0.5	?	-6%
34	O=C(CSc1nc(N2CCCCC2)nc(N2CCCCC2)n1)c1ccccc1	-4%	-1%	-8%	-6%	10%	-10%	2.2	0%	-12%
35	Cc1ccc(C(=O)N2NC(c3ccc(F)cc3)C3C(=O)N(c4ccc(C)cc4)C(=O)C32)cc1 (centres undefined)	-20%	-4%	1%	-4%	2%	2%	0.4	298%[activator]	12%
36	CN(C)S(=O)(=O)c1ccc(C(=O)N2CCOCC2)cc1	-9%	-1%	0%	3%	0%	-7%	0.9	0%	-5%
37	O=C(Nc1cc(Cl)cc(Cl)c1)c1cc(S(=O)(=O)N2CCC3(CC2)OCCO3)ccc1F	9%	-7%	-9%	-1%	·	-19%	0.2	-13%	-6%[60.1 µM]
38	O=C(c1ccccc1)c1ccc2nc(N3CCN(c4ccccc4)CC3)c3nncn3c2c1	-10%	3%	-6%	21%	·	-5%	0.9	-1%	0%
39	Cc1ccc(NC(=O)c2cc(S(=O)(=O)N3CCCCC3)cs2)cc1	18%	·	-9%	-12%	2%	?	0.7	0%[57.4 µM]	-15%
40	O=C(COC(=O)c1cnccn1)c1ccc(Cl)cc1	2%	-10%	-2%	76%[activator]	-3%	-17%	-0.1	-19%	-9%
41	CCc1ccc(-c2cc(C)no2)cc1S(=O)(=O)NCc1ccc(OC)c(OC)c1	13%	1%	0%	89%[activator]	45%	-10%	0.8	2%	-2%
42	O=C1/C(=C\c2ccc(O)c(O)c2)SC(=S)N1Cc1ccccc1	?	160%[activator]	-12%	22µM*	-12%	?	-0.9	?	-24%
43	COC(=O)Cc1ccc(NC(=O)C(c2ccccc2)c2ccccc2)cc1	3%	-4%	-8%	7%	?	-3%	0.5	-18%	-10%
44	O=C1c2ccc3c4c(ccc(c24)C(=O)N1c1cccc(O)c1)CC3	?	15%	1%	?	-6%	-6%	0.4	-19%	-24%
45	COc1cc(-c2ccno2)ccc1S(=O)(=O)N1CCN(c2ccccc2)CC1	6%	-12%	-3%	28%	·	-10%	-0.2	-15%	-14%[60.1 µM]
46	CCS(=O)(=O)N1CCc2cc(C(=O)NCc3ccccc3Cl)ccc21	-12%	4%	-4%	-1%	·	-15%	0.2	-23%	-3%
47	Oc1ccc(-c2csc(Nc3ccc4c(c3)OCO4)n2)c(O)c1	·	-1%	·	20%	·	·	·	32µM*	5%
48	COC(=O)c1cc(S(=O)(=O)NC2CCC(C)CC2)cn1C (centres undefined)	18%	9%	-1%	-18%	26%	-14%	-0.4	-28%	0%
49	CN(CC(=O)Nc1ccccc1)CC(=O)Nc1ccccc1Cl	49%	13%	2%	-13%	-5%	-6%	0.5	0%	-19%
50	CC(C)OC(=O)CN1C(=O)C(C)(C)Oc2ccc(C(=O)NC3CC3)cc21	-14%	4%	0%	8%	3%	-4%	-1.4	-8%	1%
51	CCCN1CNC(=S)N(CCc2ccccc2)C1	19%	-4%	2%	134%[activator]	11%	-11%	0.3	-24%	-12%

Bioassay records deposited in PubChem by National Center for Advancing Translational Sciences (NCATS).

Some of the compounds tested; count on the stated rates, not on these rows.
